Compound activity: PubChem, several laboratories
NPY-Y2 PAM-ag = potentiators or agonists of human neuropeptide Y receptor Y2 | activation, % at 3.6 µM | cells expressing NPY-Y2, potentiator/agonist read-out | P49146 | actives 0.45% (n = 220,000) | AID 1359; in the data active means activation above about 27%;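 further: cells stimulated with NPY near EC25 plus isoproterenol at EC100; 0% = vehicle plus submaximal agonist and 100% = vehicle plus saturating agonist; some results beyond the cut were filed as inactive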
Target sequence (P49146 whole entry, looked up): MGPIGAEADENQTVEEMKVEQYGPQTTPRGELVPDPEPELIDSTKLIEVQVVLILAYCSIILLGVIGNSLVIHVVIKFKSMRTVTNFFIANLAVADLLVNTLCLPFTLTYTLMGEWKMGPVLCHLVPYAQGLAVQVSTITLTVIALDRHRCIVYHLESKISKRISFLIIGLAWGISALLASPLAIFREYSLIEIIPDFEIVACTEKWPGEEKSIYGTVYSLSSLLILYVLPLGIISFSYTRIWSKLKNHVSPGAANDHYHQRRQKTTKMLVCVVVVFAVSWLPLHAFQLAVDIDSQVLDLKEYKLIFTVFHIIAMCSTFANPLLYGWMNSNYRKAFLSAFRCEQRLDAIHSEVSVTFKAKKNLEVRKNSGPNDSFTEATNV
NPY-Y1 PAM-ag = human NPY-Y1 potentiation or agonism, primary screen; P25929; NPY-Y1 expressing cells, potentiator/agonist activation; activation, % at 3.6 µM; actives 0.37% (n = 220,000); AID 1304; in the data active means activation above about 33%, passing the limit was not always enough;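 further: cells stimulated with NPY at EC10 then isoproterenol at EC100; 0% = low agonist plus stimulus and 100% = saturating agonist plus stimulus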
NPY-Y1 antag = NPY-Y1 (human) receptor antagonism. inhibition, % at 3.6 µM. HEK293-CNG Y1 cells, membrane potential fluorescence; NPY at EC95, then isoproterenol. actives 1% (n = 200,000);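 active means inhibition above the campaign mean inhibition of all tested compounds plus 3 SD, cut at about 20% in these data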;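 further: 0% = DMSO wells given NPY plus isoproterenol and 100% = isoproterenol alone without NPY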
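Material: HEK293 cells co-expressing NPY Y1 receptor and cyclic-nucleotide gated channel. Timing: compound incubation 1 h at room temperature, readout 45 min post-stimulation. Signal: fluorescence, membrane potential probe.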
Hck-Nef inh = inhibitors of human Hck kinase activated by Nef; P08631; Recombinant Hck-YEEI plus Nef, Z-Lyte FRET kinase assay; inhibition, % at 20 µM; actives 0.68% (n = 220,000); AID 463187;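 active means Hck-Nef kinase inhibition above about 50%, limit read from the data; inactive means inhibition below that limit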;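 further: 0% = DMSO with Hck plus Nef and 100% = Hck alone without Nef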
Target sequence (P08631 whole entry, looked up): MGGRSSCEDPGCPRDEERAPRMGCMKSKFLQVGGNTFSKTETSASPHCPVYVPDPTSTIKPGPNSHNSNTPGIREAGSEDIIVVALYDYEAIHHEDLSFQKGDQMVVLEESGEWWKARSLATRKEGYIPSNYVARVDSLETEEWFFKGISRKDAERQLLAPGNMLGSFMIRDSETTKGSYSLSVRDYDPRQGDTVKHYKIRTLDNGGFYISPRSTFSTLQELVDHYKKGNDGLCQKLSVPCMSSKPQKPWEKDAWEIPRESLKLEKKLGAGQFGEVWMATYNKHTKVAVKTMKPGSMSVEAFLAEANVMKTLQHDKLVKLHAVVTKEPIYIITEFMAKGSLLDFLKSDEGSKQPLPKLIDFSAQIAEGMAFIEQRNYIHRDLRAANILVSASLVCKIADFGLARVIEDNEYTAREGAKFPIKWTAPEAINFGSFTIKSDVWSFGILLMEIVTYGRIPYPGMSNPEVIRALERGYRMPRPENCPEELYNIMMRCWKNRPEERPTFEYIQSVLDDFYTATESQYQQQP
p97 inhibitor = human p97 ATPase inhibition | actives 0.42% (n = 220,000) | inhibition, % at 8 µM | P55072 | recombinant p97 ATPase, Kinase-Glo ATP luminescence, 3 h; in the data active means inhibition above about 15%;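 further: 0% = DMSO vehicle and 100% = wells lacking enzyme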
RBBP9 inhibitor = blocks human serine hydrolase RBBP9 | inhibition, % at 7.94 µM | recombinant RBBP9, FP-Rh probe fluorescence polarization | actives 0.2% (n = 220,000);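 active means inhibition above the campaign mean of all tested compounds plus 3 SD, cut at about 14% in these data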;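 further: plate controls were DMSO wells with RBBP9 for no effect and wells lacking RBBP9 protein for full effect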
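Test system: recombinant human RBBP9; Timing: 30 min then 45 min, 25 °C; Detection: fluorescence polarization; Control set: RBBP9 with DMSO as uninhibited control, no-protein wells as full inhibition; Compound dosing: one concentration, 7.94 µM nominal, 0.794% DMSO; Probe or stimulus: FP-Rh activity-based probe, 375 nM before mixing.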
Runt-CBFb FRET = inhibitors of human RUNX1 Runt domain binding to CBFb; Q01196+Q13951; Cerulean-Runt/Venus-CBFb FRET ratio 530/480, 1 h; inhibition, % at 20 µM; actives 0.46% (n = 220,000);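 active means inhibition over about 50% at 20 µM in the single-dose screen, limit read from the data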;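 further: 0% = DMSO wells and 100% = excess unlabeled CBFb competitor control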
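Schedule: protein complex preformed 1 h, compound exposure 1 h, room temperature, dark; test system: Cerulean-labeled Runt domain protein; amount: 100 nM per protein; buffer or medium: Tris 50 mM pH 7.5, KCl, K2SO4, 0.01% BSA; read-out: loss of energy transfer signal; detection: FRET fluorescence; controls: 5 µM unlabeled CBFb as full-inhibition high control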
Runt-SMMHC FRET = blocks binding of human RUNX1 Runt domain to CBFb-SMMHC. Cerulean-Runt/Venus-CBFb-SMMHC FRET ratio 530/480, 1 h. Q01196+Q13951. actives 0.74% (n = 220,000). AID 1434. inhibition, % at 20 µM;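 active means mean inhibition across duplicate retests at 20 µM reaching about 50%, limit read from the data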;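 further: 0% = DMSO wells and 100% = wells with excess untagged CBFb-SMMHC; inhibitors lower the FRET ratio by blocking Runt binding to CBFb-SMMHC; some results filed as inactive read as strong as hits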
Mdm2 ligase inh = Mdm2 E3 ligase (human) inhibition; actives 0.11% (n = 210,000); AID 1230; Q00987; cell-based MDM2 ubiquitination luciferase reporter, 2 h; 0 = plate control, 100 = twice control, blank-subtracted; signal enhancement, % at 5 µM;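 active means signal enhancement of 30% or more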;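 further: luminescence tracks abundance of the self-degrading MDM2-luciferase fusion protein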
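Material: stable MDM2–luciferase fusion reporter cells / Quantity: 2000 cells/well / Dosing: single 5 µM compound dose, 0.2% final DMSO / Buffer or medium: DMEM / Schedule: 4 h cell settling then 2 h compound exposure, 37 °C / Detection: luminescence with SteadyLite reagent, 15 min at room temperature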
Active calls of the source: *; . = not tested or not shown.

cpd	NPY-Y2 PAM-ag	NPY-Y1 PAM-ag	NPY-Y1 antag	Hck-Nef inh	p97 inhibitor	RBBP9 inhibitor	Runt-CBFb FRET	Runt-SMMHC FRET	Mdm2 ligase inh	compound
1	-14	10	.	20	4	4	0	2	.	COc1ccc(C(=O)NCC(=O)OCC(=O)N(C)c2ccccc2)cc1
2	-5	14	-2	0	2	-1	-1	3	-14	Cc1ccc(C(C)NC(=O)c2c(C)noc2C)cc1C (centres undefined)
3	4	7	-1	14	4	-1	0	-3	-1	Cc1onc(-c2ccccc2)c1C1=N/C(=C\c2ccccc2F)C(=O)O1
4	10	13	-1	16	2	-3	3	-5	-12	Cc1cc(C)nc(/N=C2\NC(=O)CC(C(=O)O)N2c2cccc(Cl)c2)n1 (centres undefined)
5	-17	-4	9	29	12	-5	0	0	-8	CC(C)c1ccc(/C=C/C2=NNC(=O)CC2)cc1
6	-15	-28	9	18	-2	6	-1	1	-67	Fc1cccc(/C=N/Nc2ccc3ccccc3n2)c1
7	5	-17	2	2	-1	0	0	0	-3	COc1ccc(Br)cc1CN(C)CC(=O)Nc1cc([N+](=O)[O-])ccc1OC
8	12	12	-3	3	7	-6	1	2	-14	O=c1c(-c2ccc(Cl)cc2)cnc2n1CCS2
9	-1	-5	0	1	3	-4	0	-3	2	CC(C)c1nnc(NC(=O)CCC(=O)NCC2CCCO2)s1 (centres undefined)
10	-8	26	0	2	3	2	1	1	0	C=CCc1ccc(OCCOCCN(C)C)c(OC)c1
11	-10	14	0	-2	2	-3	-1	-4	5	CC(Sc1ccc2nnc(-c3ccc(F)cc3)n2n1)C(=O)O (centres undefined)
12	-6	-17	12	20	-1	-11	-6	2	-11	CCOC(=O)C(CC)Sc1cc(C)nc2ccc(OC)cc12 (centres undefined)
13	-18	-11	6	1	-2	-1	-2	1	-9	CC/C(=N\NC(=O)c1csc(C)c1C)c1cccs1
14	-10	-16	21*	21	0	3	-1	5	2	CCn1cc(CNCc2c(C(=O)N3CCCCC3)nc3c(C)cccn23)cn1
15	2	-15	-1	-1	-6	-6	0	0	-32	COC(=O)c1cc(C(=O)OCC(=O)N2c3ccccc3NC(=O)C2(C)C)cc([N+](=O)[O-])c1
16	-15	-9	-2	0	-5	-11	-2	-1	-8	COc1ccc(/C=N/NC(=O)c2ccco2)cc1Cn1nc(C)cc1C
17	-9	-28	1	2	4	1	-3	3	0	COc1ccc(Br)c(C(=O)Nc2cccc(Cl)c2Cl)c1
18	-2	13	-3	-2	0	2	4	-3	2	Cc1ccc(NCC(=O)N/N=C\C(Br)=C\c2ccccc2)cc1
19	-17	1	.	12	3	4	1	2	10	CCCCCCC(C)n1[nH]c(=O)cc1N (centres undefined)
20	-18	2	.	32	3	-2	-2	2	.	NC(=O)CSc1nnc(COc2ccccc2)n1N
21	-5	-1	2	-5	1	4	1	0	.	CCCNC(=O)CN1C(=O)NC2(CCCc3cc(OC)ccc32)C1=O (centres undefined)
22	4	21	5	2	5	-3	1	-5	0	CCCN1CCc2[nH]c(=S)[nH]c(=O)c2C1
23	2	-11	-4	-2	3	-8	-3	0	-4	COc1ccc(Cl)cc1NC(=O)C1CCCN(S(=O)(=O)c2cccc3nonc23)C1 (centres undefined)
24	-13	2	2	19	-6	-8	2	-3	-2	CCC(=O)NC(c1ccccc1)c1c(OC(C)=O)ccc2ccccc12 (centres undefined)
25	-1	-1	1	-1	-2	-6	0	-1	-4	O=C(NNS(=O)(=O)c1ccc(Cl)cc1)NC1CCCCC1
26	-23	-37	8	1	-2	-5	11	-2	-1	Cc1noc(NS(=O)(=O)c2ccc(NC(=O)CSc3nc4ccccc4s3)cc2)c1C
27	-21	2	.	13	2	11	2	-89	-7	CC(C)NC(=O)NNC(=O)c1cc(COc2cc(Cl)cc(Cl)c2)on1
28	2	-12	-3	5	2	12	1	-9	-5	Cc1ccc(NC(=O)c2ccco2)c(NC(=O)CN2C(=O)c3ccccc3C2=O)c1
29	-11	19	.	22	6	1	0	-8	.	NC(=O)c1cc2c3ccccc3ccn2c1-c1ccccc1
30	-21	-67	8	5	4	-4	-1	-4	-14	COc1c(Br)cc2c(C)c(C(=O)O)oc2c1Br
31	10	10	0	4	2	0	-1	-2	-14	CC(c1ccco1)N(C(=O)c1ccc(C(F)(F)F)cc1)c1ccccn1 (centres undefined)
32	-19	-24	.	-2	-8	1	-4	-4	0	CN1CCN(C(=S)c2ccc(-c3cc(Cl)ccc3Cl)o2)CC1
33	14	-19	7	2	3	-4	-2	1	-6	CCOc1ccc(NC(=O)c2cc(SC)ccc2Cl)cc1
34	11	-22	1	-1	6	2	6	-19	-31	N#Cc1sc2nc3c(c(-c4ccco4)c2c1N)CCCC3
35	7	-1	-1	0	-1	-8	-3	2	8	Cc1ccc(C)c2[nH]c(=O)c(CN(CC3CCCO3)C(=O)NC3CCCCC3)cc12 (centres undefined)
36	14	12	.	27	5	6	18	0	-11	O=[N+]([O-])c1cccc(/C=N/NC2CCS(=O)(=O)C2)c1 (centres undefined)
37	13	4	3	2	5	-3	2	4	-4	CCn1c(=O)cc(OCC(=O)NCC2CCCO2)c2ccccc21 (centres undefined)
38	5	13	0	24	5	2	-1	-2	-7	CCS(=O)(=O)N1CCN(S(=O)(=O)c2ccccc2[N+](=O)[O-])CC1
39	5	6	-3	1	-4	-5	1	1	-19	NC(=O)C1CCN(Cc2nc3cc(Cl)ccc3c(=O)[nH]2)CC1
40	3	25	2	16	5	-2	32	63*	-1	CC(C)(O)C1Cc2cc(/C=C/C(=O)O)c(O)cc2O1 (centres undefined)
41	11	21	-3	-16	1	-3	0	-3	25	COc1ccc(-c2cc(Nc3ccccc3NC(=O)C(F)(F)F)n(CCC#N)n2)cc1
42	-4	-12	0	0	-1	0	-3	-5	-19	CCNC(=O)NC(=O)COC(=O)CCCSc1nc2ccccc2[nH]1
43	6	0	3	11	-1	-6	18	1	-24	O=C(CSc1nnc(C2COc3ccccc3O2)o1)N1CCCC1 (centres undefined)
44	-5	-12	4	10	-1	-13	-2	1	-12	CCOc1ccc(CCNC(=O)c2cc3sccc3n2CC)cc1OCC
45	3	-8	5	0	-6	-3	-1	-2	-9	CC(=O)c1cnc2c(-c3ccccc3)cnn2c1C
46	-7	-32	0	0	-2	-9	2	2	-17	CCCCCc1c(C)nc(N2CCOCC2)[nH]c1=O
47	16	14	1	18	0	-7	0	0	-1	CCCS(=O)c1nc(C)cc(C)c1S(C)(=O)=O (centres undefined)
48	15	3	-1	4	3	5	-5	-1	0	CC(C)Cc1nc2sc3c(=O)[nH]cnc3c2c2c1CCC2
49	-21	-15	5	20	0	-1	7	-1	14	Cc1ccc2nc(SCC(=O)NCc3ccco3)c(C)cc2c1
50	-9	7	3	2	3	3	0	-1	.	Cn1cccc1Cc1nnc(SCC(=O)NCCc2ccccc2)n1C
51	-18	-21	-1	1	1	-1	1	-2	1	CCn1c(C)cc2c(c1=O)C(c1ccc3c(c1)OCO3)C(C#N)=C(N)O2 (centres undefined)
52	10	2	-6	-6	3	-2	6	10	-9	COC(=O)c1cc(C(=O)c2cc(Cl)ccc2O)coc1=N
53	-18	-16	-2	3	-6	-4	-2	-1	.	CC(=O)NNC(=O)c1ccncc1
54	-7	36	-2	1	0	-6	1	1	-7	O=C(CC12CC3CC(CC(C3)C1)C2)NCO
55	3	-9	8	24	6	-1	-45	-3	0	CN1CCN(CCC(=O)N/N=C/c2cc([N+](=O)[O-])ccc2OC(F)F)CC1
56	23	36*	6	1	-1	-1	-2	0	-2	CCN1CCCC1CNC(=O)c1ccc(Sc2ccccc2Cl)c([N+](=O)[O-])c1 (centres undefined)
57	0	14	8	2	11	4	2	-1	-3	COc1ccc(CC(=O)NC2=NCCS2)cc1

Among those listed so far, ten have an aryl thioether with sulfur outside any ring.
cpd	NPY-Y2 PAM-ag	NPY-Y1 PAM-ag	NPY-Y1 antag	Hck-Nef inh	p97 inhibitor	RBBP9 inhibitor	Runt-CBFb FRET	Runt-SMMHC FRET	Mdm2 ligase inh	compound
11	-10	14	0	-2	2	-3	-1	-4	5	CC(Sc1ccc2nnc(-c3ccc(F)cc3)n2n1)C(=O)O (centres undefined)
12	-6	-17	12	20	-1	-11	-6	2	-11	CCOC(=O)C(CC)Sc1cc(C)nc2ccc(OC)cc12 (centres undefined)
20	-18	2	.	32	3	-2	-2	2	.	NC(=O)CSc1nnc(COc2ccccc2)n1N
26	-23	-37	8	1	-2	-5	11	-2	-1	Cc1noc(NS(=O)(=O)c2ccc(NC(=O)CSc3nc4ccccc4s3)cc2)c1C
33	14	-19	7	2	3	-4	-2	1	-6	CCOc1ccc(NC(=O)c2cc(SC)ccc2Cl)cc1
42	-4	-12	0	0	-1	0	-3	-5	-19	CCNC(=O)NC(=O)COC(=O)CCCSc1nc2ccccc2[nH]1
43	6	0	3	11	-1	-6	18	1	-24	O=C(CSc1nnc(C2COc3ccccc3O2)o1)N1CCCC1 (centres undefined)
49	-21	-15	5	20	0	-1	7	-1	14	Cc1ccc2nc(SCC(=O)NCc3ccco3)c(C)cc2c1
50	-9	7	3	2	3	3	0	-1	.	Cn1cccc1Cc1nnc(SCC(=O)NCCc2ccccc2)n1C
56	23	36*	6	1	-1	-1	-2	0	-2	CCN1CCCC1CNC(=O)c1ccc(Sc2ccccc2Cl)c([N+](=O)[O-])c1 (centres undefined)
